# 697 NFkB inh: lowers PMA/ionomycin-induced NF-kB signal in 697 B cells. 697 B-cell NF-kB luciferase reporter, 16 h. inhibition, % at 4 µM. 330,000 compounds, 0.33% hits. AID 435022; in the data active means inhibition above about 35%
# CCR6 antagonist: antagonists of human CCR6 receptor | P51684 | CHO-K1 CCR6 PathHunter beta-arrestin, luminescence, CCL20-stimulated | 340,000 compounds, 0.49% hits | AID 493098 | inhibition, % at 20 µM;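 active means compounds whose inhibition of the agonist-driven luminescence signal at 20 µM reaches about 50%, limit read from the data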;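 further: cells stimulated with CCL20 at 14 nM final; plate controls were DMSO with CCL20 for no effect and DMSO without agonist for full effect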
# Target sequence (P51684 whole entry, looked up): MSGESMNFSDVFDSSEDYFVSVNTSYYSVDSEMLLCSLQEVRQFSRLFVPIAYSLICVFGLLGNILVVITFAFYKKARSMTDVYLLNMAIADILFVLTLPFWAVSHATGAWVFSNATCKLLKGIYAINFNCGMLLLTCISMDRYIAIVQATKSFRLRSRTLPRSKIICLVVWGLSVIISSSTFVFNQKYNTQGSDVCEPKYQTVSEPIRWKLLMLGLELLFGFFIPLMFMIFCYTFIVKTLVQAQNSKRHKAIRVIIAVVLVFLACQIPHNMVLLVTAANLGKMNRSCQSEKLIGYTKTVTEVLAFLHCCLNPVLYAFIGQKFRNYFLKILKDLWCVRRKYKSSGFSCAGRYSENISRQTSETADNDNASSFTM
# EBI2 antag: blocks human EBI2 receptor beta-arrestin signaling | P32249 | EBI2 beta-arrestin recruitment, luminescence, 7a,25-OHC stimulated | inhibition, % at 5 µM | 360,000 compounds, 0.81% hits | AID 651636; in the data active means inhibition above about 38%;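 further: enzyme fragment complementation signal reports receptor beta-arrestin coupling in cells; 0% = agonist plus DMSO wells and 100% = wells without agonist; some results beyond the cut were filed as inactive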
# Jurkat NFkB inh: inhibitors of the PMA/ionomycin-induced NF-kB reporter in Jurkat cells; AID 435003; inhibition, % at 4 µM; 330,000 compounds, 0.53% hits; PMA/ionomycin-induced NF-kB luciferase reporter, luminescence
# SENP8 block: inhibitors of human SENP8 protease; Q96LD8; inhibition, % at 10 µM; purified SENP8, Z-RLRGG-aminoluciferin cleavage, luminescence; 330,000 compounds, 1.2% hits
# Target sequence (Q96LD8 whole entry, looked up): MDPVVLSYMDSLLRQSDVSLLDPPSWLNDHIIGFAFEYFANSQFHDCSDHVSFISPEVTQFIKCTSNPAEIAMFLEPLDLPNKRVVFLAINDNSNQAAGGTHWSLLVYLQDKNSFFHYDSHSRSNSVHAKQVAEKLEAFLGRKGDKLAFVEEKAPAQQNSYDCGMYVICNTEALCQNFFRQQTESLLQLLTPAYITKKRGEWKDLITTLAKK
# Apaf1 inhib: inhibitors of human Apaf-1 apoptosome; reconstituted apoptosome caspase-3 activity, DEVD-Rh110 fluorescence; inhibition, % at 20 µM; 330,000 compounds, 0.71% hits; active means inhibition of at least 40% at 20 µM;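 further: plate controls were DMSO wells for no effect and DEVD-CHO caspase inhibitor wells for full effect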
#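 System: Apoptosome proteins | Medium: Hepes pH 7.5 with detergent and BSA | Also added: Cytochrome c trigger plus (Z-DEVD)2-Rh110 caspase-3 substrate | Incubation: 30 min compound preincubation, 50 min activation, room temperature | Detection: Rhodamine 110 fluorescence at Ex 480/Em 540 nm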
# UBC13 polyUb: inhibitors of human UBC13 polyubiquitin chain formation; inhibition, % at 20 µM; TR-FRET; 330,000 compounds, 0.47% hits; P61088; in the data active means inhibition above about 45%, passing the limit was not always enough
# Target sequence (P61088 whole entry, looked up): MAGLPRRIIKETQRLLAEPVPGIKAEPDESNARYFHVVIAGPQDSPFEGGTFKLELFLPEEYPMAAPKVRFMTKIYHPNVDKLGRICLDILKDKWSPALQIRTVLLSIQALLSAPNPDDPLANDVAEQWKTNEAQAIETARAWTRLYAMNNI
# Gli-Sufu antag: antagonists of Gli-Sufu signaling. 340,000 compounds, 0.74% hits. inhibition, % at 5 µM. AID 588413. Sufu-KO-LIGHT fibroblasts, Gli luciferase reporter luminescence;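 active means inhibition above about 55%, limit read from the data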;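 further: 0% = DMSO-treated cells and 100% = wells with medium but no cells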
# * hit, by the source's call; / = not tested or not shown. Unless noted, no stated cut-off is given here; in the data, active means inhibition above about 50%; inactive means the rest. Some of the compounds tested. The share of hits here may be higher or lower than overall.
SMILES,697 NFkB inh,CCR6 antagonist,EBI2 antag,Jurkat NFkB inh,SENP8 block,Apaf1 inhib,UBC13 polyUb,Gli-Sufu antag
CCOCCCNC(=O)CN1CCN(S(=O)(=O)c2ccc3c(c2)CCC3)CC1,-28,-6,3,2,-2,11,-4,2
CCO[C@H]1OC(C(=O)NCc2ccccc2)=C[C@@H](C2CCCCC2)[C@@H]1CCCO,0,17,12,-3,-13,27,14,8
COc1ccc(N2CCN(C(=O)c3[nH]c4ccc(OC)cc4c3C)CC2)cc1,24,-5,40,-10,2,11,-1,24
Cc1cccc(C(=O)NC2CCN(S(=O)(=O)c3ccc(F)cc3)CC2)c1,-16,7,-1,-26,-4,3,-7,-13
COc1cccc(-n2c([S-])c(C(=O)Nc3ccc(C(F)(F)F)cc3)[n+]3ccccc23)c1,-6,/,/,8,-3,-10,8,/
Cc1ccccc1NC(=O)c1cc(S(=O)(=O)N2CCOCC2)cs1,16,17,13,22,-1,-3,7,-6
Cc1ccc2oc(C(=O)Nc3cc(C)on3)c(C)c2c1,-47,6,-5,-169,-7,4,8,-132
CCCCC1=CC2=C(c3ccco3)C(=O)C(C)(OC(=O)c3ccc(OC)cc3)C(=O)C2=CN1CCCN(CC)CC (stereo not given),-6,4,-4,-5,-8,14,-4,-12
COc1ccc(CSc2nnc(C)n2N)cc1Br,22,-3,-1,-18,-1,-2,2,-3
COCCn1nnnc1C(C(C)C)N(Cc1cccnc1)Cc1cc2cc(OC)ccc2[nH]c1=O (stereo not given),1,4,-1,-13,4,1,-1,1
O=C1/C(=C/c2cccc([N+](=O)[O-])c2)CSc2ccc(Cl)cc21,5,22,2,4,-1,-15,49*,4
COC(=O)c1ccc(NC(=O)CNS(=O)(=O)c2cccs2)cc1,9,6,-9,-5,-7,1,6,-14
CCOc1cc(NC(=O)Nc2ccc(F)cc2)c(OCC)cc1NC(=O)CC,18,-5,7,7,1,-19,-4,-4
CCOC(=O)c1c(-c2ccc(-c3ccccc3)cc2)csc1NC(=O)CNCCN(C)C,-1,78*,-7,52*,-5,42*,79*,-14
CNC(=O)c1ccsc1NC(=O)CCS(=O)(=O)c1ccc(C)cc1,-15,6,10,2,-8,6,-3,-11
CN(Cc1ccccc1)S(=O)(=O)c1ccc(Cl)c(C(=O)OCC(N)=O)c1,1,11,-11,-3,-3,-1,-4,8
O=C(CCNC(=O)c1ccccc1Cl)Nc1nnc(C2CC2)s1,-8,-7,-11,0,1,-5,-3,-12
CC(=O)Nc1cccc(-c2nnc(SCc3ccccc3C#N)n2C)c1,20,8,-8,-2,-2,-16,4,12
Cc1cc([N+](=O)[O-])cc(C)c1OCC(=O)N/N=C/c1ccc(OC(=O)c2ccccc2)cc1,-16,4,-8,-3,0,3,-6,6
COC(=O)C(C(=O)OC)C(C(=O)OC)C(C(=O)OC)C(=O)OC,17,-25,-6,6,-13,-7,3,-4
O=C(CNS(=O)(=O)c1ccc(Br)s1)N1CCCC1,-4,-7,-8,-2,-1,11,-7,2
CCc1cccc(C)c1NC(=O)CN(C)Cc1cccc(F)c1,15,8,3,8,-1,10,5,6
O=C(Cn1cc2c(n1)CCCC2)Nc1ccccc1Br,20,5,0,1,1,-4,23,-6
CN(CC(=O)Nc1ccc(N2CCOCC2)cc1)Cc1c(O)ccc2ccccc12,16,-7,7,3,2,4,11,-2
C=CCn1c(C(CCCC)CC(O)COCCC)n[nH]c1=S (stereo not given),-18,13,-9,0,3,-11,3,-6

# 6 of the entries above in order of their number in UBC13 polyUb, lowest first.
canonical_smiles | UBC13 polyUb
O=C(CNS(=O)(=O)c1ccc(Br)s1)N1CCCC1 | -7
CCCCC1=CC2=C(c3ccco3)C(=O)C(C)(OC(=O)c3ccc(OC)cc3)C(=O)C2=CN1CCCN(CC)CC (stereo not given) | -4
COCCn1nnnc1C(C(C)C)N(Cc1cccnc1)Cc1cc2cc(OC)ccc2[nH]c1=O (stereo not given) | -1
C=CCn1c(C(CCCC)CC(O)COCCC)n[nH]c1=S (stereo not given) | 3
Cc1ccc2oc(C(=O)Nc3cc(C)on3)c(C)c2c1 | 8
CN(CC(=O)Nc1ccc(N2CCOCC2)cc1)Cc1c(O)ccc2ccccc12 | 11

# The list goes on:
SMILES,697 NFkB inh,CCR6 antagonist,EBI2 antag,Jurkat NFkB inh,SENP8 block,Apaf1 inhib,UBC13 polyUb,Gli-Sufu antag
O=C(NCCc1nccs1)C1CCC(=O)N(CCc2ccc(Cl)cc2)C1 (stereo not given),-12,-8,5,3,10,5,0,0
N#CCCN(Cc1ccccc1)C(=S)Nc1ccc(F)cc1,1,3,-4,5,-1,-3,-1,2
O=C(COC(=O)c1cc[n+]([O-])cc1)Nc1ccc([N+](=O)[O-])cc1Cl,-1,-5,-2,-19,-4,-4,-3,3
CCCn1c(SCC(=O)N2c3ccccc3CC2C)n[nH]c1=O (stereo not given),11,-2,-6,-2,4,-2,2,-6
Cc1occc1-c1nnc(SCC(=O)N2CCCC(C)C2)o1 (stereo not given),10,16,3,9,-1,0,2,-3
CCSc1nc(C)cc(Oc2ccc(=O)n(C)n2)n1,-29,9,-6,1,-12,-1,-11,6
Cc1onc(-c2ccccc2Cl)c1C(=O)N1C=CC(C(F)(F)Cl)=NCC1,8,9,-7,-4,-3,-2,-2,-2
Cc1ccsc1C(=O)N1CCCC(C(=O)c2cc(F)ccc2F)C1 (stereo not given),-15,6,-6,-2,-1,12,-4,-7
COc1cc2c(cc1OC)C(Nc1ccc(S(N)(=O)=O)cc1)=NC(C)(C)C2,14,3,-10,-1,3,3,-7,7
CCCc1nnc(NC(=O)c2cc3ccccc3oc2=O)s1,3,-7,1,11,6,-3,-7,-1
O=C(Cn1cc([N+](=O)[O-])ccc1=O)NCC1COc2ccccc2O1 (stereo not given),7,-1,-1,7,-6,5,5,4
Cn1c2ccccc2n2c(=O)c(Cl)c(-c3ccccc3)c(C#N)c12,-21,0,3,11,7,-13,5,5
CCc1ccc(C(=O)COC(=O)c2ccc(Cl)nc2)cc1,-38,-9,-4,-17,-21,3,-2,0
CCN1CCN(CCCCSc2ccccc2)CC1,-8,/,/,-8,-2,-7,6,/
Cn1nc(C(=O)NCc2ccc(F)cc2)c2ccccc2c1=O,-7,-3,1,-1,0,13,-9,4
COCCCN(CCC#N)C(=O)c1c(-c2c(Cl)cccc2Cl)noc1C,8,3,-8,1,-6,-8,1,7
CCC(C)c1ccc(NC(=O)c2cnn3c(C(F)F)cc(C)nc23)cc1 (stereo not given),10,14,31,-9,1,18,2,0
CC(C)Oc1ccc(C2CC(=O)N(c3ccc(C(=O)O)cc3)C2=O)cc1 (stereo not given),-1,14,2,-11,1,-3,2,37
C=CCNC(=O)N1CCCC(C(=O)c2cccc(OC(C)C)c2)C1 (stereo not given),-24,4,-12,-38,5,-12,9,-31
COc1ccc(C(=O)Nc2ccc3c(c2)Cc2ccccc2-3)cc1,13,7,6,-13,1,5,1,-39
COc1cc(NS(=O)(=O)c2ccc(NC(=S)NC(=O)c3cccs3)cc2)nc(OC)n1,-21,27,-1,7,-7,5,-13,-10
CC(=O)Nc1ccc(NC2CCCCC2NS(=O)(=O)c2ccc(Cl)cc2)cc1 (stereo not given),8,-6,3,8,15,8,-2,4
CC12CN3CC(=O)N4CC5(C)CN(CC(C)(C4)C5=O)C(=O)CN(C1)CC(C)(C3)C2=O,14,-2,-1,-5,-1,-16,-3,0
c1cncc(-c2noc(-c3cccc4ccccc34)n2)c1,-70,-12,9,-80,-8,7,15,-44
Cc1sc2ncnc(NCc3ccco3)c2c1C,-9,-7,-8,11,6,0,21,7
# Following part.
SMILES,697 NFkB inh,CCR6 antagonist,EBI2 antag,Jurkat NFkB inh,SENP8 block,Apaf1 inhib,UBC13 polyUb,Gli-Sufu antag
S=C(NCCc1ccccc1)NCC1CCCO1 (stereo not given),-36,8,-4,-28,-13,11,-11,-17
COc1ccc(CCN=C(N)NS(=O)(=O)c2ccccc2)cc1,16,12,-15,23,-1,-4,16,2
C=CCNC(=O)C(=O)NCC(c1ccc2c(c1)OCO2)N1CCOCC1 (stereo not given),-4,1,-5,-9,-6,-7,-7,-4
Nc1ccccc1-c1nnc(-c2ccc(-c3ccccc3)cc2)o1,-175,-9,-8,-154,77*,-4,17,-68
CC(=O)c1ccc(Sc2ccccc2N)c([N+](=O)[O-])c1,-2,1,0,8,-6,7,-2,3
CCN1CCCC1CNC(=O)Cn1cnc2sc(C)c(S(=O)(=O)N3CCC(C)CC3)c2c1=O (stereo not given),-9,6,/,-6,3,9,2,4
Cc1cc(-c2ccc(C(=O)O)s2)cnc1N,-62,7,-15,-5,3,-11,24,-37
Brc1ccc(OCCCN2CCOCC2)cc1,8,-13,-8,-2,-7,-4,1,23
CN(C(=O)COC(=O)c1cc(Br)c(Br)s1)C1CCS(=O)(=O)C1 (stereo not given),8,12,0,10,0,-2,8,-1
COc1c(Cl)cc(Cl)cc1C(=O)Nc1ccc(NC(C)=O)cc1,11,3,12,-7,0,-14,-6,-9
C/C=C/C(=O)N1CC2(CC(c3cccc(NC(=O)CC(c4ccccc4)c4ccccc4)c3)=NO2)C[C@H]1C(N)=O (stereo not given in full),3,-1,-9,-19,-16,8,14,11
Cc1cc(C)cc(NC(=O)Cn2nnc(C(=O)NCc3ccco3)c2N)c1,10,-2,-8,3,5,-17,4,-14
Cn1c(SCC(=O)Nc2ccc3c(c2)OCCO3)nnc1-c1cccnc1,-8,9,-3,7,-3,3,-5,-15
Cc1ccc(C)n1-c1ccc(C(=O)NCc2cccnc2)cc1,-6,/,-2,5,-5,1,-3,/
COc1ccc(N2CCN(S(=O)(=O)c3cc(C)ccc3OC)CC2)cc1,-2,6,1,-7,0,4,3,2
CC(C)(C)c1ccc(C(=O)NCCCn2ccnc2)cc1,-17,1,1,-20,-9,-1,1,20
CCOc1ncccc1C(=O)NCc1ccccc1Cl,-12,14,-11,-5,6,0,-9,-8
CCN1CCN(C(=O)C23CCC(C)(C(=O)C2Br)C3(C)C)CC1 (stereo not given),-9,3,1,2,2,-10,-1,9
CN(CCOc1ccc(Cl)cc1)C(=O)c1cc(-c2ccco2)nc2ccccc12,22,7,-15,17,9,30,12,6
O=C(O)C1C2CCC(O2)C1C(=O)Nc1ccc(F)cc1 (stereo not given),5,10,-11,-20,1,8,-2,5
Cc1conc1NC(c1cccs1)c1ccc2cccnc2c1O (stereo not given),-10,/,/,18,-10,-3,-15,/
Cc1[nH]n2c(=O)c3c(nc2c1-c1ccccc1)CCC3,16,1,-6,-2,3,-8,12,2
Cc1sc(NC(=O)CN2CCOCC2)c(C(=O)c2ccccc2)c1C,13,6,-7,0,4,0,6,3
COCc1nc2oc3ccc(C)cc3c(=O)c2cc1C(=O)OC,-66,10,-8,-76,2,3,10,-44
Cc1nn(Cc2cccc(C(=O)NC34CC5CC(CC(C5)C3)C4)c2)c(C)c1Br,-42,14,-10,3,-5,34,-6,7
# Later entries
SMILES,697 NFkB inh,CCR6 antagonist,EBI2 antag,Jurkat NFkB inh,SENP8 block,Apaf1 inhib,UBC13 polyUb,Gli-Sufu antag
CCn1c(SCc2ccc(OC)cc2)nnc1-c1ccncc1,10,1,-24,-2,-2,-1,0,-1
O=C1N=C2SCCN2/C1=C\c1c(Cl)cccc1Cl,2,7,-37,1,4,15,-4,-4
Cc1nc2c(-c3ccccc3)c(C)nn2c(SCC(N)=O)c1Cc1ccccc1,-23,11,9,-19,-10,14,2,2
CCCCOc1ccc(-c2nnc(-c3ccco3)o2)cc1,-118,-10,-17,-140,65*,16,3,-85
Cc1cccc(N2CCN(c3cccc(C)c3)C2c2cccnc2)c1,-41,12,14,-16,6,6,7,5
C=CCNC(=S)Nc1ccc2nc(C)c(C)nc2c1,12,2,-8,0,-4,-2,-6,5
CC(C)=CCN1CCN(Cc2cccn2-c2nccs2)CC1CCO (stereo not given),-9,9,7,-18,2,-11,-4,-11

# Two successive compounds out of the list so far, quoted:
SMILES,697 NFkB inh,CCR6 antagonist,EBI2 antag,Jurkat NFkB inh,SENP8 block,Apaf1 inhib,UBC13 polyUb,Gli-Sufu antag
CCOc1cc(NC(=O)Nc2ccc(F)cc2)c(OCC)cc1NC(=O)CC,18,-5,7,7,1,-19,-4,-4
CCOC(=O)c1c(-c2ccc(-c3ccccc3)cc2)csc1NC(=O)CNCCN(C)C,-1,78*,-7,52*,-5,42*,79*,-14

# Screening data as filed in PubChem.
